Assay outcomes deposited in PubChem by National Center for Advancing Translational Sciences (NCATS).
TRHR ag: qHTS for Small Molecule Agonists and Allosteric Enhancers of Human TRH Receptor: Primary Screen for Agonists. Thyrotropin-releasing hormone receptor (Homo sapiens), P34981. TRHR cells, calcium flux fluo-8, FDSS agonist mode. activation, % at 2 µM. 360,000 tested, 0.18% active; in the data active = activation above about 30%; note: 0% is about no effect
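TRHR-expressing cells loaded with fluo-8 calcium dye; 23 nL library compound pin-transferred, kinetic FDSS fluorescence (Ex 480/Em 530) recorded about 180 s for agonist-induced calcium release, before a 10 nM TRH EC20 addition for potentiator mode.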
D1 potentiator: Potentiators of Human D1 Dopamine Receptor: qHTS; 360,000 tested, 0.036% active; HEK293 TREx D1 cells, calcium flux, dopamine EC20 potentiation; potentiation, % at 10 µM; AID 504651, 2011; D(1A) dopamine receptor (Homo sapiens), P21728; in the data active = potentiation above about 30%; note: 0% is about no effect
D2 PAM: HTS Assay for Positive Allosteric Modulators of the Human D2 Dopamine Receptor: Primary Screen for Potentiators | D(2) dopamine receptor (Homo sapiens), P14416 | HEK293 T-REx D2, calcium flux, EC20 dopamine potentiation | potentiation, % at 10 µM | 340,000 tested, 0.34% active;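 active = potentiation over 3 SD above the plate norm, cut at about 30% in these data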; note: 0% is about no effect
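Primary screen. Calcium kinetics in induced HEK293 T-REx D2 cells: compound pre-addition 180 s, EC20 dopamine, 180 s more.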
TRHR PAM: qHTS for Small Molecule Agonists and Allosteric Enhancers of Human TRH Receptor: Primary Screen for Enhancers. Thyrotropin-releasing hormone receptor (Homo sapiens), P34981. TRHR cells, fluo-8 calcium fluorescence, EC20 TRH enhancement. enhancement, % at 2 µM. 360,000 tested, 0.66% active. AID 493056, 2011; in the data active = enhancement above about 30%; note: 0% is about no effect
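TRHR-expressing cells loaded with fluo-8 calcium dye were read kinetically (ex 480/em 530) during compound addition, then stimulated with an EC20 of TRH (10 nM final). Enhancement of the Gq-mediated intracellular calcium response was scored.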
RXFP1 antagonist: qHTS Assay for Antagonists of the Relaxin Receptor RXFP1 | Relaxin receptor 1 (Homo sapiens), Q9HBX9 | HEK293-RXFP1, relaxin-stimulated cAMP HTRF, 30 min; stronger effect = lower value | activity change, negative = inhibition, % at 57.5 µM | 350,000 tested, 0.59% active | AID 1259400, 2018;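 active = activity change of -60% or lower, but not beyond a set lower limit; inconclusive = change between -60% and -40%, or beyond the set limit; inactive = change above -40%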; note: % is set by controls: 0 for no effect and ±100 for the full control effect
Target sequence (Q9HBX9 whole entry, looked up): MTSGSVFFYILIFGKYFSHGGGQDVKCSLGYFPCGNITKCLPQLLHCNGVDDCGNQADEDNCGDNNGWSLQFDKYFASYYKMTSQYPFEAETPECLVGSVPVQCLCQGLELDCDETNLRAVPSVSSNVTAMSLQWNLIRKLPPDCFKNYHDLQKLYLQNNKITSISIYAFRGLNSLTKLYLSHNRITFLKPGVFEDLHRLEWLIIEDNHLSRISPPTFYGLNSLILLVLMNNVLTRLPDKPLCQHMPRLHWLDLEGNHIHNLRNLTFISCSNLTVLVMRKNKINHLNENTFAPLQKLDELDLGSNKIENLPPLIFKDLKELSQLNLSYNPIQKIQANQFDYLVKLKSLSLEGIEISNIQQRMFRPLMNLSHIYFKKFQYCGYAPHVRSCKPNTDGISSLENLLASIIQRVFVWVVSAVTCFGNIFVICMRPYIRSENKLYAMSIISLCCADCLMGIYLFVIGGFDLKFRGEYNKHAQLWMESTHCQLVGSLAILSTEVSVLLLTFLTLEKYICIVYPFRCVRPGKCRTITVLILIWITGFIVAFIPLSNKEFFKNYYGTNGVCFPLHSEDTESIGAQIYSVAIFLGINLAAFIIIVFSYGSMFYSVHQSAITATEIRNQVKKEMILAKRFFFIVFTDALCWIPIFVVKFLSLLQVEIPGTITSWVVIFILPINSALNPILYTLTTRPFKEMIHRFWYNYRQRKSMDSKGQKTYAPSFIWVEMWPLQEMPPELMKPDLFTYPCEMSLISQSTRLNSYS
Anesthetic bind: qHTS Assay for Identification of Novel General Anesthetics | apoferritin/1-aminoanthracene competitive binding, fluorescence | Ferritin light chain (Equus caballus), P02791 | 350,000 tested, 0.074% active | AID 485281, 2010 | Potency, µM (highest dose often 77.5 µM), for the others: at the highest dose activity change, negative = displacement, actives largely listed as inhibitors; note: potency is the fitted concentration of half-maximal effect; % is set by controls: 0 for no effect and ±100 for the full control effect; nearly all actives have a fitted effect of over 20% in size
Target sequence (P02791 2-175 limits assumed): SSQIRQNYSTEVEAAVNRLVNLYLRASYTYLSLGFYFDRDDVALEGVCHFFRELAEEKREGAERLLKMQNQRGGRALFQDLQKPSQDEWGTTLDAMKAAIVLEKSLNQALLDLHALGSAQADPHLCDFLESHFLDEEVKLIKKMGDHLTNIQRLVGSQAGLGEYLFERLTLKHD
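Probe: 1-aminoanthracene (50% saturated, PBS). Protein: horse-spleen apoferritin, 10 uM. Incubation: 10 min, room temperature. Detection: 380 nm excitation, 535 nm emission. Analysis: normalized response, four-parameter Hill.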
D1 antagonist: Antagonist of Human D 1 Dopamine Receptor: qHTS; D(1A) dopamine receptor (Homo sapiens), P21728; HEK293 TREx D1 cells, calcium flux, dopamine EC80; stronger effect = lower value; activity change, negative = inhibition, % at 10 µM; 360,000 tested, 3.2% active; AID 504652, 2011; in the data active = activity change below about -30%; note: % is set by controls: 0 for no effect and ±100 for the full control effect
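Allosteric or orthosteric antagonism assessed as attenuation of the calcium response to EC80 dopamine, added 180 s after compound, in induced HEK293 Trex D1 cells loaded with no-wash calcium dye.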
D1 ag: Allosteric Agonists of the Human D1 Dopamine Receptor: qHTS; HEK293 T-REx D1 cells, calcium flux, agonist mode; AID 504660, 2011; 360,000 tested, 1% active; activation, % at 2 µM; in the data active = activation above about 30%; note: 0% is about no effect
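Tetracycline-induced HEK293 TREx D1 cells, force-coupled to calcium signalling, were dye-loaded with a no-wash calcium kit. Compound was pin-added after a 10 s baseline. Fluorescence was read kinetically at 1 cycle/s for 180 s, with calcium rises flagged as agonism.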
RXFP1 agonist: qHTS Assay for Agonists of the Relaxin Receptor RXFP1; HEK293T-RXFP1 cAMP TR-FRET, 30 min; response scale: percent of porcine relaxin response, buffer zero; Potency, µM (top dose mostly 57.5 µM), for the others: top-dose activation, most hits filed as activators; 370,000 tested, 0.3% active; AID 2676, 2010; note: potency is the fitted concentration of half-maximal effect; % is set by controls: 0 for no effect and ±100 for the full control effect; nearly all actives have a fitted effect of over 60% in size; many of its hits are not listed in these tables
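cAMP rise read by TR-FRET after 30 min, 37C compound exposure (up to 58 uM) in RXFP1-transfected HEK293 cells with Ro 20174 present. EC50 from Hill-equation fits, with 29 nM porcine relaxin as 100% and buffer as basal.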
* marks the source's active call; other numbers are inactive results; ? = inconclusive; nt = not tested or not shown; & = joins results of further samples; [ ] = remark or other dose. Unless noted, calls come from the whole dose curve; as a rule, active = well fitted curve in the direction sought with a large enough effect; inconclusive = small, poorly fitted or top-dose-only effect, or another doubt; inactive = no such curve, though single readings can be large; an effect the other way counts as inactive or inconclusive. Some of the compounds tested; count on the stated rates, not on these rows.

SMILES	TRHR ag	D1 potentiator	D2 PAM	TRHR PAM	RXFP1 antagonist	Anesthetic bind	D1 antagonist	D1 ag	RXFP1 agonist
CC(C)(C)C(=O)N1CCN(C(=O)c2ccco2)CC1	0.7	-2	-1	-1	-4	2%	-4	2	0.7%
O=C(CCNC(=O)C1CCN(S(=O)(=O)c2ccc(F)cc2)CC1)NC1CC1	0.4	2	-11	0	12	3%	-24	5	1.7%
COc1ccc2cc(C3=CC(=O)C[C@H](c4ccc5c(c4)OCO5)C3)ccc2c1	0.1	10	-14	-4	nt	nt	nt	7	1.4%
COc1ccc(S(=O)(=O)NC(CC(=O)N2CCc3ccccc32)c2ccco2)cc1 (stereo not drawn)	-0.5	-3	18	-5	-9	-7%	-3	1	0.6%
O=C(O)c1ccc(CSc2nc3ccccc3c(=O)n2-c2ccccc2)cc1	-0.3	0	-18	1	0	0%	0	6	2.6%
Cc1ccc(C)c(-n2cc(CNCCCn3cccn3)c(-c3ccccc3)n2)c1	2.0	6	-17	-2	-21	-16%	-7	40*	-0.8%
C=CCCCCCCCCC(=O)NNC1CC(=O)N(c2ccccc2)C1=O (stereo not drawn)	-0.3	-2	11	23	1	-4%	-11	0	-1.8%
CC(C)Cc1nc2oc3c(Cl)ncnc3c2c2c1CCC2	0.0	2	3	-4	-17	-9%	5	0	5.3%
N#Cc1ccc(Cl)cc1NC(=O)CNc1cccc(S(=O)(=O)N2CCCC2)c1	-0.4	-4	15	-5	4	nt	-11	1	3.7%
Nc1nonc1C(=O)NCCNC(=O)c1ccc(Cl)cc1	-0.4	4	5	13	7	-5%	4	4	3.2%
CCOc1cc(CN2CCN(c3cccc(C(F)(F)F)c3)CC2)ccc1OC	0.9	-3	-26	-8	-34	-3%	-13	-1	-0.2%
O=C(O)c1cccnc1Sc1ccccc1Cl	0.6	-7	-5	6	-3	-6%	-6	4	0.0%
COc1ccccc1Cn1c(=O)c2ccccc2n2c(Sc3ncnc4sccc34)nnc12	0.4	-5	0	-12	1	-10%	-18	4	2.7%
CCOC(=O)c1nnc(-c2ccc(C)cc2)nc1Oc1ccccc1Cl	0.3	1	-2	-4	-5	-6%	3	5	0.9%
Cc1cc(C2(c3ccc(O)c(C)c3)OC(=O)c3ccccc32)ccc1O	-0.9	3	22	2	-6	-3%	17	13	3.0%
O=C(CSc1nnc(Cc2cccs2)n1C1CCCCC1)N1CCCc2ccccc21	-1.0	5	-2	-8	11	4%	-2	1	-1.9%
COc1cccc(OC)c1OCCCOc1ccc([N+](=O)[O-])cc1Cl	-0.7	0	7	-2	-14	-12%	-5	4	1.0%
Clc1cc(Cl)c2nc(N3CCOCC3)sc2c1	0.2	0	-11	-3	-1	8%	-6	-1	-0.3%
N#Cc1c(NC(=O)c2ccco2)sc2c1CCC2	-1.5	8	10	4	3	-13%	-20	1	-1.7%
COc1ccc2c(c1)c1c(c(=O)n(CCc3ccccc3)c(=O)n1Cc1ccc(Cl)cc1)n2C	0.7	-3	nt	-1	nt	-13%	3	0	-1.3%
c1ccc(SCc2nc(-c3ccccn3)no2)cc1	-1.6	2	-1	1	4	-19%	2	3	0.3%
COCC(=O)Nc1cc(C(=O)OC)cc(C(=O)OC)c1	0.3	-3	12	7	-7	-7%	5	0	0.2%
CCNc1nc(NCC)nc(ON=C(C)C)n1	0.0	2	-1	1	nt	-4%	-9	3	0.2%
COC(=O)c1ccc(CNC(=O)CSc2nc3sc(C)c(C)c3c(=O)n2C)o1	-1.0	-3	7	9	4	-14%	1	3	0.8%
CCCCN(C(=O)c1cccc(S(=O)(=O)N2CCCC2)c1)c1c(N)n(CCC)c(=O)[nH]c1=O	0.3	-7	2	-1	6	nt	12	2	9.5%

Other structures follow:
SMILES	TRHR ag	D1 potentiator	D2 PAM	TRHR PAM	RXFP1 antagonist	Anesthetic bind	D1 antagonist	D1 ag	RXFP1 agonist
CCCCN(C(=O)C1=COCCO1)c1c(N)n(Cc2ccccc2)c(=O)[nH]c1=O	0.2	-5	-2	0	-5	nt	-2	1	-1.6%
Cc1ccc(CNC(=O)CC2Oc3ccc(Cl)cc3NC2=O)cc1 (stereo not drawn)	-0.6	-3	4	6	7	65%[activator]	-1	0	-0.9%
Cc1cc(OCCCn2c(CCNC(=O)C3CCCCC3)nc3ccccc32)ccc1Cl	-1.8	-4	10	6	-8	220%[activator]	-30	44*	0.5%
COc1cc(/C=N/N(C)c2ccccc2)ccc1O	-0.1	-3	-3	-5	-8	?	nt	6	1.3%
Cc1ccc(Cc2nnc3n(-c4cccc(C)c4)nc(C(=O)c4ccccc4)n3c2=O)cc1	0.2	0	-11	-5	-19	5%	33	-1	2.0%
Cc1cccc(NC(=O)CN2CCN(C(=O)C(C)Oc3ccc(C#N)cc3)CC2)c1C (stereo not drawn)	0.4	-7	-12	-1	7	nt	-12	3	3.4%
CC1CCCCN1C(=O)c1cc(-c2ccc(Br)cc2)on1 (stereo not drawn)	-2.3	0	23	13	-1	-16%	0	-1	-2.6%
Cc1ccc(NC(=O)C2(N(C(=O)Cn3nnnc3N)c3ccc(C)cc3)CCCCC2)cc1	-0.4	-2	16	-2	-8	4%	-7	1	-0.8%
CCN(CC(=O)Nc1ccccc1C(F)(F)F)C(=O)Cn1c(=O)cnc2ccccc21	0.2	0	6	2	25	nt	-12	3	-1.2%
CCS(=O)(=O)c1nc(S(=O)(=O)c2ccc(C)cc2)c(NCCCn2ccnc2)s1	-0.4	2	nt	-3	25	-8%	5	2	16%
CCOc1ccc(CNC(=O)c2cc3ccccn3n2)cc1	0.2	-2	0	-1	-6	-14%	-7	1	1.1%
Cc1ccc(C)c(S(=O)(=O)NCc2ccc(C(=O)N3CC(C)OC(C)C3)cc2)c1 (stereo not drawn)	-0.1	0	3	-2	-7	-6%	1	-1	0.2%
O=S(=O)(NCCc1ccccc1)c1cccc(S(=O)(=O)N2CCOCC2)c1	-0.4	-6	2	1	6	?	-10	2	3.1%
Cc1cccc(NC(=O)N2CCN(C(=O)c3nsc4ccccc34)CC2)c1C	-0.6	-2	-9	-3	-6	-2%	-1	-1	5.1%
C[C@@H]1CCC(=O)N(CC[C@H](Sc2ccccc2)c2ccccc2)CC1	-0.6	-7	-5	-4	nt	-4%	6	2	-0.5%
CCCC(=O)N(c1ccccc1)C1C=CS(=O)(=O)C1 (stereo not drawn)	2.8	-11	-5	-2	-21	-3%	-8	3	2.1%
CCOC(=O)C1CCCN(C(=O)c2cc(Cl)ccc2Cl)C1 (stereo not drawn)	-0.2	-1	-6	-6	-19	?	1	0	0.3%
CCc1ccc(CNC(=O)C(CC)n2nc(C)c3c(C)n(-c4ccccc4)nc3c2=O)cc1 (stereo not drawn)	-0.6	5	-3	-4	-5	?	6	2	2.9%
COC(=O)CN1C(=S)N(Cc2ccccc2)C(=O)C1CC(=O)Nc1ccc(Br)cc1 (stereo not drawn)	3.1	-9	2	6	-7	-4%	-18	8	2.2%
COc1ccc(NC(=O)Cc2nnc(SCC(=O)NC3CCCCC3)n2C)cc1	0.8	1	10	-4	2	-3%	7	2	-3.0%
COc1ccc(Cl)cc1S(=O)(=O)N1CCCC1=O	0.9	2	4	-1	-14	-5%	-1	0	1.3%
COc1cc(OC)cc(C(=O)/C=C2\Sc3ccccc3N2C)c1	-3.3	-2	6	-2	9	7%	-15	1	13%
CC(C)(C)c1cnnn1-c1ccc(C=O)cc1	0.2	-8	5	3	13	-13%	-8	1	1.1%
COc1ccc(S(=O)(=O)Nc2ccccc2C(=O)OC2CCCN(C)C2)cc1OC (stereo not drawn)	-0.8	-20	-7	-4	5	-9%	-19	2	0.4%
O=C(Nc1cccc(Cl)c1)c1cnc[nH]1	-0.9&1.1	-6&1	-7&22	13&-2	-3	?	0&-8	5&0	-0.5%&5.0%

Some of these compounds in order of the D2 PAM value, ascending.
SMILES | D2 PAM
Cc1ccc(Cc2nnc3n(-c4cccc(C)c4)nc(C(=O)c4ccccc4)n3c2=O)cc1 | -11
Cc1ccc(CNC(=O)CC2Oc3ccc(Cl)cc3NC2=O)cc1 (stereo not drawn) | 4
CC1CCCCN1C(=O)c1cc(-c2ccc(Br)cc2)on1 (stereo not drawn) | 23

Continuation.
SMILES	TRHR ag	D1 potentiator	D2 PAM	TRHR PAM	RXFP1 antagonist	Anesthetic bind	D1 antagonist	D1 ag	RXFP1 agonist
O=C(O)CCN1C(=O)c2ccc(NC(=O)CSCc3ccccc3)cc2C1=O	0.5	-1	5	4	2	-8%	8	6	3.8%
CC(=O)Nc1sc(C)c(C)c1C(=O)OCCOc1ccccc1	0.2	3	-10	-8	0	-11%	-9	1	2.8%
Cc1nn(-c2ccccc2)c(Cl)c1/C=N/NC(=O)CCNc1n[nH]c(=O)[nH]c1=O	0.2	-2	8	-2	1	-7%	6	0	2.5%
Clc1ccccc1Sc1ccc(-c2ccccn2)s1	0.8	2	nt	-4	-21	-15%	10	11	25%
C/C(=N\NC(N)=O)c1ccc(Cl)s1	-0.6	0	-2	-3	18	6%	16	2	0.3%
COc1ccc(C(CNC(=O)c2ccc(C)cc2)N2CCOCC2)cc1 (stereo not drawn)	0.7	0	9	-4	-1	-8%	0	1	1.0%
Cc1cccc(OCc2nnc(SCC(=O)N3CCCCC3)o2)c1	-0.3	1	-6	17	-26	-19%	-11	2	-3.2%
CCOc1ccccc1NC(=O)CSc1nc2c(oc3ccccc32)c(=O)n1-c1ccc(C)c(C)c1	0.6	0	0	2	nt	4%	7	4	1.2%
CCN(Cc1ccccc1)C(=O)COC(=O)Cc1c[nH]c2ccccc12	0.0	-4	-5	-3	-2	nt	-27	1	-0.4%
CCN(C(=O)CSc1nc2n[nH]c(C)c2c(=N)n1-c1cccc(OC)c1)c1cccc(C)c1	-0.4	-3	-10	-7	-19	-17%	-20	0	0.0%
